# Bioassay records deposited in PubChem by Fisher Drug Discovery Resource Center.
# mcGAS MS inh – mouse cGAS inhibition by mass spec. Q8C6L5. recombinant mouse cGAS, cGAMP by RapidFire MS. inhibition, % at 12.5 µM. actives 0.18% (n = 130,000). AID 1259397;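 active = inhibition of cGAS enzyme activity at or above 60%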;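 also: enzyme stimulated by 45 bp dsDNA with ATP and GTP substrates; cGAMP share of summed cGAMP plus half ATP and half GTP signals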
# Target sequence (Q8C6L5 whole entry, looked up): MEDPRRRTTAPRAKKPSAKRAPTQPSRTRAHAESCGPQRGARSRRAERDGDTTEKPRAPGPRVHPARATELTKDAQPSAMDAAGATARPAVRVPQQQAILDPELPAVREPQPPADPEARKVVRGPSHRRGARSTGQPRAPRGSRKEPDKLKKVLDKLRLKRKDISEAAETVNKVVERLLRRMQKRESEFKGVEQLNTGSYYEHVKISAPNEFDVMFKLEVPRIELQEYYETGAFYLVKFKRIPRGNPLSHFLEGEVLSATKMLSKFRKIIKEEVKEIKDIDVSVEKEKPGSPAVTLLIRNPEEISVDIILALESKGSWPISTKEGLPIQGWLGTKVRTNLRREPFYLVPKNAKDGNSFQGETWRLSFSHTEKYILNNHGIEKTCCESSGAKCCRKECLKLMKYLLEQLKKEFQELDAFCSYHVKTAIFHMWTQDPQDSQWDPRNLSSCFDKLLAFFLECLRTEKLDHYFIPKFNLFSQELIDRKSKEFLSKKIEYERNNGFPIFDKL
# Starred values were filed as active, the others as inactive; & = joins results of further samples.
SMILES,mcGAS MS inh
O=C(C1CC1)N1CCN(c2ccc(-c3ccccn3)nn2)CC1,-5
CN(Cc1cccc(Cl)c1)C(=O)CCc1c[nH]c2ccccc12,-3
COc1ccc(C2CC(=O)C3C(=Nc4onc(C)c4C3c3cccs3)C2)cc1 (stereo unspecified),-6
Cc1ccccc1S(=O)(=O)NC(=O)C1(C)CCN1C(=O)C1(c2ccc(Cl)cc2)CCC1 (stereo unspecified),-13
CCN(c1ccccc1)S(=O)(=O)c1ccc(NC(=O)c2cccc(N3CCCC3=O)c2)cc1,-3
CCN(CCn1cccn1)C(=O)C1COc2ccccc2O1 (stereo unspecified),-16
CC(C)(C)c1nc(CN2CCC(O)(CO)CC2)no1,-6
CCCCS(=O)(=O)N(C)C(=O)c1cscc1C,-9
COc1cc(NC(=O)c2ccc(Cl)c(N3CCCC3=O)c2)c(OC)cc1Cl,2
COc1ccc(NC(=O)NCCOc2cc(N3CCCC3)ncn2)c(OC)c1,-6
O=C(CNCc1ccccn1)Nc1cc(S(=O)(=O)N2CCCCC2)ccc1Cl,-8
Cc1cccc(-n2ccnc2CN2CCCC(N3CCC(CO)CC3)C2)c1 (stereo unspecified),-7
Nn1ccc2nc3ccn(Cc4ccccn4)c(=O)c3cc2c1=O,-10
CC1CC(C)CN(S(=O)(=O)c2ccc(NC(=O)CSC3=NCCN3)cc2)C1 (stereo unspecified),-8
CNc1ncccc1C(=O)NCC1CCN(Cc2cnc(C)[nH]2)C1 (stereo unspecified),-10
Cc1nnc2c(N3CCCC3)nc3ccccc3n12,-5
c1cncc(COC2CCCN(Cc3ccc4nonc4c3)C2)c1 (stereo unspecified),4
COc1cc(CNc2nccn3ccnc23)cc(OC)c1,-10
CC(NC(C)C(C)C)C(=O)NC(=O)NCc1ccccc1 (stereo unspecified),-7
NC(=O)N1CCN(C(=O)c2ccc(CSc3ccccn3)cc2)CC1,-32
CCCS(=O)(=O)N1CCCC(C(=O)N2CCN(c3oc(C4CC4)nc3C#N)CC2)C1 (stereo unspecified),-12
N=C1c2ccccc2CN1c1ccc(-c2ccc(N3Cc4ccccc4C3=N)cc2)cc1,-2
CCc1ccc(C2COCCN2C(=O)c2ccc3c(c2)CCCC(=O)N3)o1 (stereo unspecified),-9
O=C(Nc1cc(Cl)cc(Cl)c1)N(CCO)Cc1ccccc1Br,0
CC1(C(=O)NS(=O)(=O)c2cccc(OC(F)F)c2)CCN1C(=O)COc1ccc(Cl)cc1 (stereo unspecified),-5
SMILES,mcGAS MS inh
CCn1c(C2CCCN(C(=O)COc3ccc4c(c3)OCO4)C2)n[nH]c1=O (stereo unspecified),-25
Cc1ccccc1SC1CCN(C(=O)c2cn(CCN3CCOCC3)nn2)CC1,1
Cc1nc(C(=O)NCc2cccnc2N(C)C)cs1,-6
O=c1[nH]nc(C2CC2)c2cnn(-c3ccccc3)c12,-6
C[C@@H]1CN(C2(C(=O)NCc3n[nH]c4c3CCC4)Cc3ccccc3C2)C[C@H](C)O1,-1
Cc1ccc2c(c1)c(CNC1CCN(C(=O)C3CCCO3)CC1)nn2C (stereo unspecified),8
CC(Nc1cccc(NC(=O)CO)c1)c1ncc(C(C)(C)C)o1 (stereo unspecified),-5
CN(C)C1CCN(C(=O)C2(N(C)Cc3ccccc3)Cc3ccccc3C2)C1 (stereo unspecified),-8
CC1(C(=O)NS(=O)(=O)c2cccc(OC(F)F)c2)CCN1C(=O)CC1CCCCC1 (stereo unspecified),-1
CCc1ccc(-c2nccn2CCCn2ccnc2)nc1,-5
CC(C)C/C=C(\CN1CCN2C(=O)CNC(=O)C2C1)c1ccccc1 (stereo unspecified),-27
CCn1nnc2c(N3CCN(c4ccccc4OC)CC3)ncnc21,-14
Cc1ccc(-n2[nH]c(C(=O)N3CC4(CC4)c4ccccc43)cc2=O)cc1,-8
CCOC(=O)C1(C)CCCCN1C(=O)c1c(F)cccc1F (stereo unspecified),-3
CN(Cc1cc2n(n1)CCNC2)CC1COc2ccccc2O1 (stereo unspecified),0
Cc1nc2n(n1)C(=O)C(C(c1ccc(C(C)C)cc1)N1CCN(C)CC1)S2 (stereo unspecified),-9
O=C(N=Nc1c(O)[nH]c2ccc(F)cc12)C1COc2ccccc2O1 (stereo unspecified),-5
Cc1ccc(C)n1-n1cnc2sc3c(c2c1=O)CCCCC3,-3
CC1(C(=O)NCCc2ccccn2)CCN1Cc1ccccc1OC(F)F (stereo unspecified),-4
COc1ncc(CN2CCNC(C(=O)NCc3ccncc3)C2)cn1 (stereo unspecified),-33
Cc1cc(C)n(CC(C)NCc2nc(-c3cccnc3)no2)n1 (stereo unspecified),-12
O=[N+]([O-])c1cccc(C=NNc2ncnc3sc4c(c23)CCCC4)c1,-17
NC(=O)CSc1nnc(SCc2ccc(Cl)c(Cl)c2)s1,-7
Cc1cc(C)nc(NN=Cc2ccsc2)n1,-3
NC(N)=NC(N)=Nc1ccc(F)c(Cl)c1,-12
SMILES,mcGAS MS inh
CSc1nc(C(=O)N2CCc3onc(-c4ccc(Cl)cc4)c3C2)cs1,3
Cc1ccc(C)c(C(=O)N2CCOC(CCCC(C)C)C2)c1 (stereo unspecified),-7
COCCN(C)Cc1ccnc(NC(=O)Cc2ccc(C)nc2)c1,-39
COc1ccc(-c2nn(C)c(=O)c3ccccc23)cc1CNC(=O)c1ccc(C)cc1,1
Cc1cccc(C)c1N(Cn1cccn1)C(=O)C(Cl)Cl,-16
CN(C(=O)Nc1ccccc1-n1cccn1)C1CCCCC1,-13
Cc1ccc(-c2csc(-c3c(C)nc4sccn34)n2)cc1C,-1
CN(CC1CCOC1)C(=O)CCOc1ccccc1F (stereo unspecified),-6
CC1=NN(CCCc2ccccc2)c2nc3c(c(=O)n(C)c(=O)n3C)n2C1C (stereo unspecified),1
Cc1c(NC(=O)c2c([N+](=O)[O-])cnn2C)c(=O)n(-c2ccccc2)n1C,2
CC(c1cccs1)N(C)CC(=O)Nc1ccc(F)cc1Cl (stereo unspecified),-27
Cc1nc(SCC(=O)NC2CC2)c2c(C)c(C)sc2n1,-1
CC1CN(c2cc(C(F)(F)F)nc3ncnn23)C(c2ccccc2)CO1 (stereo unspecified),-35
CC(C)c1ccc(C=c2sc(=CC(=O)C(C)(C)C)[nH]c2=O)cc1,-9
COc1ccccc1OCC(=O)N1CCCC(Nc2cccc(F)c2)C1 (stereo unspecified),0
Cc1cccn2c(CN(C)CC3Cc4ccccc4O3)c(C(=O)N3CCCCC3)nc12 (stereo unspecified),-2
C[n+]1cc(-c2ccc3ccccc3n2)cc2ccccc21,1
COCCn1cc2c(c1-c1ccccc1)c(=O)n(C)c(=O)n2C,-7
c1cnc(NC2CCN(c3nc(-c4ccncc4)nc4c3CNC4)CC2)nc1,19
CC(C)(C)C(=O)Nc1nc2ccc(S(C)(=O)=O)cc2s1,-6
COc1ccc(-c2noc(CSc3nnc(-c4nccc5ccccc45)o3)n2)cc1,-6
CCOC(=O)c1c(C)[nH]c(C(=O)COC(=O)c2cccn2C)c1C,9
CCCCCCN(CCN1CCOCC1)C(=O)Nc1cc(C)on1,-8
CN(C)CCCNc1nn2c(=O)c3ccccc3nc2c2ccccc12,2
CC1(C)C(c2ccccc2)=[N+]([O-])C2(CCCCC/C2=N/NC(N)=O)N1O (stereo unspecified),2
SMILES,mcGAS MS inh
Cc1cccc(C(=O)N2CCCC(C(=O)Nc3cccc(-c4ccc(F)cc4)c3)C2)n1 (stereo unspecified),-3
CC(C1CC1)N(Cc1ccccc1)C(=O)CSc1nc(C2CC2)nc2c1c(=O)[nH]c(=O)n2C1CC1 (stereo unspecified),-9
O=S(=O)(Nc1nc2ccccc2nc1Cl)c1cccc(C(F)(F)F)c1,8
CC(CN1CCOC1=O)NC(=O)c1csc(-c2ccc(C(C)C)cc2)n1 (stereo unspecified),-11
O=C(CSc1ccccn1)N1CCOC(CCCc2ccccc2)C1 (stereo unspecified),-8
CCOC(F)(C(F)(F)F)C(F)(F)OC(F)(CC(F)(F)F)C1=NCCN1 (stereo unspecified),-2
COc1ccc(S(=O)(=O)NCC2CCN(CC(F)(F)F)C2)c(C)c1 (stereo unspecified),-10
CCCCc1n[nH]c(=O)n1-c1cccc(C)c1,3
Cc1nn(C)cc1CN(C)C(=O)c1ccc(-c2ccccc2)cc1,-7
COc1cccc(OCC2CCCN(C(=O)c3cc(C)[nH]n3)C2)c1 (stereo unspecified),-7
Cc1[nH]c2ccc(CNC(=O)CCN(C)C3CCS(=O)(=O)C3)cc2c1C (stereo unspecified),-9
Cc1nc(NCCNC(=O)Nc2ccc(F)c(Cl)c2)cc(N2CCCC2)n1,6
CCCCc1ccc(S(=O)(=O)NC(=O)C2(C)CCN2C(=O)c2ccco2)cc1 (stereo unspecified),-14
CCNC(=S)NS(=O)(=O)c1cccs1,-5
O=C(Nc1cccc2c1CCC2)c1ccc(CN2CCOCC2CO)cc1 (stereo unspecified),6
COc1ncccc1CNC(=O)NC(C)c1ccc2c(c1)OCO2 (stereo unspecified),-1
CN(C/C=C/c1ccco1)Cc1cc(-c2cccnc2)no1,-12
O=C(O)c1cc(-c2ccc(F)cc2)c[nH]1,-11
COc1cccc(C=Nn2c(C)nc3ccccc3c2=O)c1O,3
Cc1nnc(CNC(=O)c2ccc(NC(=O)C3CCC3)cc2)o1,-28
COC(=O)C(C)N(CC(=O)NCC1(c2ccccc2)CC1)C1CC1 (stereo unspecified),-5
COC(=O)Oc1sc2nc3ccccc3nc2c1N,-13
O=C(NCCN1C(=O)SC(=Cc2ccc(Cl)cc2Cl)C1=O)c1ccco1,-3
CCN(Cc1ccc2c(c1)OCCO2)S(=O)(=O)c1ccc(CNC(C)=O)cc1,-2
CC(OC1CCCC1)C(=O)Nc1ccc(CC(N)=O)cc1 (stereo unspecified),-5

# 2 compounds picked at random from the list so far:
SMILES,mcGAS MS inh
O=C(Nc1cccc2c1CCC2)c1ccc(CN2CCOCC2CO)cc1 (stereo unspecified),6
Cc1nn(C)cc1CN(C)C(=O)c1ccc(-c2ccccc2)cc1,-7

# (further entries)
SMILES,mcGAS MS inh
CCCn1c(C2CC(=O)N(c3ccc(F)cc3)C2)nc2ccccc21 (stereo unspecified),-4
O=C(COc1ccc(F)cc1)N1CCc2c(nc(-c3cccnc3)[nH]c2=O)C1,-11
CN(C)c1ccc(/C=C2/SC(=S)N(CC(=O)O)C2=O)cc1Br,7
CCCNC(=O)C1(C)CCCN(Cc2ccc(-n3ccnc3)cc2)C1 (stereo unspecified),-4
N#CC(C(=O)O)C1C(=O)Nc2ccccc21 (stereo unspecified),-10&23
Clc1cc(Cl)c2[nH]c3c(c2c1)CNCC3,-7
O=S(=O)(Cc1ccccc1)NCCNc1ccc(Nc2ccccn2)nn1,-8
CN(C)S(=O)(=O)N1CCN(c2ccc([N+](=O)[O-])c(NC3CC3)c2)CC1,-5
CCN(Cc1cccc(F)c1)C(=O)Nc1nnc(C(C)C)s1,-7
O=C(NCc1cccs1)c1cc(Br)ccc1Cl,-2
COCCn1c(=O)c2c(nc3n(CCc4ccccc4)c(C)c(C)n23)n(C)c1=O,-5
COC(=O)c1ccc(Cn2cc([N+](=O)[O-])cn2)cc1,-5
CCOc1ccccc1C(=O)Nn1cnc2c(cnn2-c2ccc(C)cc2)c1=O,-8
Cc1noc(C)c1C(=O)N1CCC2(CCCN(Cc3cccc(F)c3F)C2)C1 (stereo unspecified),-9
Nc1nc(NCCc2ccccc2)nc(N2CCN(Cc3ccccc3)CC2)c1[N+](=O)[O-],-6
CCN(Cc1ccncc1)C(=O)C1CCCN1C(=O)C1CCCCC1 (stereo unspecified),-20
Cc1cc(C)cc(-n2nc3c(c2NC(=O)/C=C\c2ccccc2)CSC3)c1,-1
Cc1ccc(NC(=O)Cn2c3ccccc3c(=O)c3ccccc32)c(Br)c1,-8
Cc1ccn2c(=O)c(NC(=O)c3ccccc3F)c(C)nc2c1,-10
c1cnc(Sc2nc3ccccc3s2)nc1,-10
CCCCn1nnnc1CN1CCOC(c2ccc(Br)cc2)C1 (stereo unspecified),-1
Cc1c(C)c2c(c(C)c1O)CCC(C)(C(=O)Nc1cnc3n1CCCC3)O2 (stereo unspecified),-5
Cc1cc(C)n(C)c(=O)c1C(=O)O,-4
COc1ccc(SCC(=O)NC(=O)c2cccs2)cc1,-7
Cc1cc(CNC(=O)N2CCN(Cc3ccccc3)C(C)(C)C2)no1,-5

# Grouped by structure, those above containing a cyano group.
SMILES,mcGAS MS inh
CCCS(=O)(=O)N1CCCC(C(=O)N2CCN(c3oc(C4CC4)nc3C#N)CC2)C1 (stereo unspecified),-12
N#CC(C(=O)O)C1C(=O)Nc2ccccc21 (stereo unspecified),-10&23

# Among those listed so far, these have an aryl methoxy group:
SMILES,mcGAS MS inh
COc1ccc(C2CC(=O)C3C(=Nc4onc(C)c4C3c3cccs3)C2)cc1 (stereo unspecified),-6
COc1cc(NC(=O)c2ccc(Cl)c(N3CCCC3=O)c2)c(OC)cc1Cl,2
COc1ccc(NC(=O)NCCOc2cc(N3CCCC3)ncn2)c(OC)c1,-6
COc1cc(CNc2nccn3ccnc23)cc(OC)c1,-10
CCn1nnc2c(N3CCN(c4ccccc4OC)CC3)ncnc21,-14
COc1ncc(CN2CCNC(C(=O)NCc3ccncc3)C2)cn1 (stereo unspecified),-33
COc1ccc(-c2nn(C)c(=O)c3ccccc23)cc1CNC(=O)c1ccc(C)cc1,1
COc1ccccc1OCC(=O)N1CCCC(Nc2cccc(F)c2)C1 (stereo unspecified),0
COc1ccc(-c2noc(CSc3nnc(-c4nccc5ccccc45)o3)n2)cc1,-6
COc1ccc(S(=O)(=O)NCC2CCN(CC(F)(F)F)C2)c(C)c1 (stereo unspecified),-10
COc1cccc(OCC2CCCN(C(=O)c3cc(C)[nH]n3)C2)c1 (stereo unspecified),-7
COc1ncccc1CNC(=O)NC(C)c1ccc2c(c1)OCO2 (stereo unspecified),-1
COc1cccc(C=Nn2c(C)nc3ccccc3c2=O)c1O,3
COc1ccc(SCC(=O)NC(=O)c2cccs2)cc1,-7

# Some of the compounds tested; rates above refer to the full screens.
